HePTP inhibitor = human HePTP phosphatase inhibition | P35236 | recombinant HePTP phosphatase activity, OD absorbance | inhibition, % at 20 µM | 0.64% of 110,000 active | AID 521; in the data active = inhibition above about 50%;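 note: plate controls were vehicle for no effect and reference inhibitor for full effect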
Target sequence (P35236 whole entry, looked up): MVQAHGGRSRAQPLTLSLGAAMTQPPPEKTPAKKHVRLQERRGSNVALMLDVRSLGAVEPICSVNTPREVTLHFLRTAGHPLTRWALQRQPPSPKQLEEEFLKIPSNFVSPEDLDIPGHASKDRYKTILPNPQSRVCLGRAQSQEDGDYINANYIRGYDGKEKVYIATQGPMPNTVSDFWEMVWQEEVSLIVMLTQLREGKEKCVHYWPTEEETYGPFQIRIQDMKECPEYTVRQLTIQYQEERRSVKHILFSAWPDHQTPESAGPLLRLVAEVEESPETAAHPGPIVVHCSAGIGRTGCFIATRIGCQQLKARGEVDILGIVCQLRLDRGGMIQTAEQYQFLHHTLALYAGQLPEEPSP
BAP1 inh = human BAP1 deubiquitinase inhibition; recombinant BAP1, Ub-AMC hydrolysis fluorescence kinetic; active compounds read low; AID 436; 0.48% of 72,000 active; activity remaining (% of control), % at 20 µM; Q92560;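 active = activity remaining at or below 50% of control, provided the compound also passes the data quality filters; inactive = the rest, including low values that fail the filters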;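 note: 100% = DMSO wells rate and 0% = substrate alone blank rate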
An asterisk follows results filed as active; . = not tested or not shown; & = joins results of further samples.

smiles	BAP1 inh	HePTP inhibitor
O=C(O)COc1ccccc1C1C2C(=O)N(c3ccccc3)C(=O)C2ON1c1ccccc1 (stereo not drawn)	83	7
CCOC(=O)c1[nH]c(C)c(C(=O)Nc2ccc(C)c(F)c2)c1C	90	-8
O=C(CSc1nc2ccccc2[nH]1)N/N=C/c1c(F)cccc1Cl	.	0
CN(C)CCNc1oc(-c2ccccc2F)nc1C#N	72	10
COc1ccc(S(=O)(=O)N(C)CC(=O)Nc2ccc(F)cc2)cc1	81	6
Cc1cc(C(=O)CSc2nncs2)c(C)n1-c1ccc2c(c1)OCO2	95	4
Cc1ccc(-c2c3c(=O)n(C)c(=O)n(C)c3cn2CCCN2CCOCC2)cc1	93	8
CCOC(=O)C(=CNc1ccc2c(c1)OCCO2)C(=O)OCC	.	-5

Next entries
smiles	BAP1 inh	HePTP inhibitor
CCOc1ccc(C2C(C#N)=C(N)SC(N)=C2C#N)cc1OC	64	5
NC(=O)c1cc(NC(=O)C(F)(F)F)c(Cl)cc1Cl	.	-10
Cc1cccc(C)c1NC(=O)N1CCC(c2nc3ccccc3o2)CC1	116	-12
COc1ccc(COC(=O)C2=C(C)NC(=O)NC2c2cc(Cl)c(O)c(OC)c2)cc1 (stereo not drawn)	.	-8
O=S(=O)(c1ccc(Oc2ccc3oc4ccccc4c3c2)nc1)N1CCCC1	.	4
COC(=O)C1=C(C)N(C)C(C)=C(C(=O)OC)C1c1ccc(OCc2ccccc2)c(OC)c1	191	2
CCOC(=O)N1CCN(c2c(NCCc3ccc(OC)c(OC)c3)c(=O)c2=O)CC1	98	0
COc1ccc(C2C(C(C)=O)=C(O)C(=O)N2c2nc3ccccc3s2)c(OC)c1 (stereo not drawn)	.	-12

More records.
smiles	BAP1 inh	HePTP inhibitor
Cc1nc2ccc3nc(NC(=O)c4ccco4)sc3c2s1	122	.
CN1CCN(C2=C(Cl)C(=O)N(c3ccc(Cl)cc3)C2=O)CC1	100	-4
COC(=O)c1ccccc1NC(=O)Cn1c(SC)nc2ccccc21	.	-18
Cc1nnc(NC(=O)CCC(=O)NCc2ccco2)s1	96	1
Cc1cc2c(c(=O)o1)C(C(C)C)C(C#N)=C(N)O2 (stereo not drawn)	87	5
CCC1CCCCN1CCNC(=O)C1CCN(S(=O)(=O)c2c(C)noc2C)CC1 (stereo not drawn)	92	5
COc1cc(OC)c(NC(=O)c2ccccc2C)cc1Cl	.	-15
CCC(C(=O)Nc1nccs1)(C(F)(F)F)C(F)(F)F	99	2

Continuation:
smiles	BAP1 inh	HePTP inhibitor
CCOC(=O)c1sc(NC(=O)/C=C/c2ccc(F)cc2)c(C(=O)OCC)c1C	.	8
CNC(=O)/C=C/c1ccc2c(c1)OCO2	.	5
Cc1nc(C)n(CC(O)COc2ccc3cc(Br)ccc3c2)n1 (stereo not drawn)	83	6
COc1cc(C(=O)N2CCCc3ccccc32)c([N+](=O)[O-])cc1OC	.	6
COCCn1c(SCC(=O)Nc2ccccc2)nc2c1c(=O)[nH]c(=O)n2C	97	7
O=C(CS(=O)(=O)c1cn(Cc2ccc(Cl)cc2)c2ccccc12)N1CCOCC1	95	10
O=C(Nc1ccon1)c1cccc(S(=O)(=O)N2CCCC2)c1	106	11
COc1cc(/C=C(\C#N)c2nc3ccc(C)cc3[nH]2)cc(OC)c1O	.	1

The results go on:
smiles	BAP1 inh	HePTP inhibitor
O=C(c1cccs1)N1CCCC(c2ccccc2)C1 (stereo not drawn)	122	2
O=C(O)CC(NC(=O)c1ccccc1NC(=O)c1ccccc1)C(=O)O (stereo not drawn)	103	-3
NC(=O)CSc1oc(-c2ccc(F)cc2)nc1S(=O)(=O)c1ccccc1	.	8
CCOC(=O)N1CCN(S(=O)(=O)c2cc(C)c(C)cc2C)CC1	95	6
COCCCN1C(=O)C(=O)/C(=C(/O)c2ccc(OC(C)C)cc2)C1c1ccncc1 (stereo not drawn)	92	12
COc1ccc(/C=N/Nc2ccccc2)cc1O	.	-2
Nc1nonc1C(=O)N/N=C/c1cccc(Br)c1	.	-5
COc1ccc(NC(=O)c2cc3n(n2)C(C(F)(F)F)CC(c2ccc(F)cc2)N3)cc1OC (stereo not drawn)	.	8

(next part)
smiles	BAP1 inh	HePTP inhibitor
CCOC(=O)c1[nH]c(C)c(C(=O)O)c1C	.	-2
COc1ccc(CN2CCN(C(=O)c3ccc(F)cc3)CC2)cc1Br	.	9
O=C1c2ccccc2C(=O)N1c1cccc(S(=O)(=O)N2CCCCC2)c1	.	0
Cc1cc(C)cc(N(C(=O)CNC(=O)c2ccco2)C(C(=O)NC2CCCC2)c2cccnc2)c1 (stereo not drawn)	99	6
CCOC(=O)/C(C(N)=NC(C)C)=C(\O)c1ccccc1	121	13
CCC(=O)Nc1sc2c(c1C(=O)Nc1ccccc1Cl)CCC(C)C2 (stereo not drawn)	.	8
COC(=O)N1CCN(c2ccc(C(C)=O)cc2)CC1	131	2
O=C(Nc1cccc2c1CCCC2)C1CCCN(S(=O)(=O)c2cccc3nonc23)C1 (stereo not drawn)	118	-9

The listing continues:
smiles	BAP1 inh	HePTP inhibitor
Cc1nc(Nc2ncc3c(n2)CC(C)(C)CC3=O)nc2ccccc12	104	4
Cc1nc(Nc2nc(C)c3ccccc3n2)[nH]c(=O)c1C	.	-15
CC1(C)CC(=O)C2=C(C1)Nc1ccccc1N(C(=O)c1ccccc1)C2c1cccc(F)c1 (stereo not drawn)	.	9
COc1cc2c(cc1OC)CN(C(=O)CC1CC3CCC1C3)CC2 (stereo not drawn)	113	6
Cc1ccc(Nc2nc(N)nc(CSc3nccn3C)n2)c(C)c1	110	8
CCOc1ccc(NC(=O)C2CC(=O)N(CC)C(=Nc3ccc4c(c3)OCO4)S2)cc1 (stereo not drawn)	72	9
CCOC(=O)c1ccccc1NC(=O)COC	91	4
N#CCCS(=O)(=O)c1nnnn1-c1ccccc1	105	8

(more compounds)
smiles	BAP1 inh	HePTP inhibitor
O=c1/c(=C/c2ccc(-c3ccc(Cl)cc3Cl)o2)sc2nc3ccccc3n12	.	1
O=C(Cc1ccccc1)Nc1ccc(-c2ccccc2)cc1[N+](=O)[O-]	.	-8
COCC(C)n1c(SCc2ccc(C(=O)OC)o2)nc2ccccc2c1=O (stereo not drawn)	76	8
CSCCC(NC(N)=O)C(=O)NCC1CCCCC1 (stereo not drawn)	109	4
C#CC(CO)N(CCN(Cc1ccccc1)C(C#C)CO)Cc1ccccc1 (stereo not drawn)	86	12
CCOc1ccc(N(CC(=O)Nc2ccccc2C(F)(F)F)S(C)(=O)=O)cc1	.	11
CCOc1ccc2nc(SCC(=O)Nc3ncccn3)sc2c1	.	10
CCC(=O)c1cc(F)c(N2CCN(S(=O)(=O)c3ccccc3)CC2)cc1C	.	-3

Looked up above.
`O=c1/c(=C/c2ccc(-c3ccc(Cl)cc3Cl)o2)sc2nc3ccccc3n12` – HePTP inhibitor = 1
`CCOc1ccc(N(CC(=O)Nc2ccccc2C(F)(F)F)S(C)(=O)=O)cc1` – HePTP inhibitor = 11
`CCOc1ccc2nc(SCC(=O)Nc3ncccn3)sc2c1` – HePTP inhibitor = 10

Back to the main list with the 5 entries that preceded the break.
smiles	BAP1 inh	HePTP inhibitor
CSCCC(NC(N)=O)C(=O)NCC1CCCCC1 (stereo not drawn)	109	4
C#CC(CO)N(CCN(Cc1ccccc1)C(C#C)CO)Cc1ccccc1 (stereo not drawn)	86	12
CCOc1ccc(N(CC(=O)Nc2ccccc2C(F)(F)F)S(C)(=O)=O)cc1	.	11
CCOc1ccc2nc(SCC(=O)Nc3ncccn3)sc2c1	.	10
CCC(=O)c1cc(F)c(N2CCN(S(=O)(=O)c3ccccc3)CC2)cc1C	.	-3
O=C(Nc1ccccc1N1CCN(C(=O)c2ccccc2)CC1)c1cc2ccccc2o1	.	-9
Cc1ccc(/C(N)=N/OC(=O)c2ccccc2F)cc1	.	0
N#Cc1c2c(c(N3CCOCC3)n3c1nc1ccccc13)CCC2	149	.
O=C1N/C(=N\N=C\c2ccccc2O)SC1Cc1cccc(C(F)(F)F)c1 (stereo not drawn)	.	3
O=C(Cn1c(=O)oc2cc(S(=O)(=O)N3CCOCC3)ccc21)N1CCc2ccccc2C1	102	8
Cc1ccc(Cl)cc1NC(=O)CSc1nc2ccccc2s1	.	-13
CCCC1CCc2c(sc(NC(=O)C3c4ccccc4Oc4ccccc43)c2C(N)=O)C1 (stereo not drawn)	.	7
C=CCN=c1sc(C(=O)OC)cc(=O)n1CC=C	105	8

Later entries.
smiles	BAP1 inh	HePTP inhibitor
CCN(CC)c1ccc(NS(=O)(=O)c2ccc([N+](=O)[O-])cc2)cc1	.	-4
Cc1[nH]c(=O)[nH]c(=O)c1S(=O)(=O)N1CCC(C(=O)N2CCN(Cc3ccccc3)CC2)CC1	96	4
CCOC(=O)CC(=O)Nc1nc2ccc(Br)cc2s1	.	6
CCN(CC)C(=O)c1csc(Nc2ccc(C)cc2)n1	108	11
Cc1c(O)ccc2c1oc(=O)c1ccccc12	.	-6
Cc1ccc(NC(=O)CCc2c(C)nc3ncnn3c2C)nc1	92	3
O=C1Nc2ccccc2C12OCCCO2	107	7
COc1ccccc1N1CCN(/N=C\c2ccc(N(C)C)cc2)CC1	.	7

The results go on.
smiles	BAP1 inh	HePTP inhibitor
CC1=C(C(=O)Nc2ccc(Cl)cc2)C(c2ccccc2)NC(=S)N1 (stereo not drawn)	.	5
CCOC(=O)c1c(NC(=O)CCc2ccccc2)sc(C(=O)Nc2cc(C(F)(F)F)ccc2Cl)c1C	.	-8
COc1ccc(CCNC(=O)c2nnc(Cc3c(F)cccc3Cl)o2)cc1OC	109	1
CCOc1ccccc1/C=C(/NC(=O)c1ccccc1)C(=O)N1CCOCC1	.	-3
CCCOC(=O)c1cccc(NC(=O)c2c(OC)cccc2OC)c1	106	.
Cc1ccccc1C(=O)Nc1ccc(Br)cn1	96	7
CSc1ccc(C2NC(=O)CCC2[N+](=O)[O-])cc1 (stereo not drawn)	.	-4
CCC(CO)Nc1cc(Cl)ccc1[N+](=O)[O-] (stereo not drawn)	.	-11

Other records:
smiles	BAP1 inh	HePTP inhibitor
Cc1nn(-c2ccccc2)c2c1C(c1cccc(O)c1)C(C#N)=C(N)O2 (stereo not drawn)	.	7
Cc1ccc(C)c(N2CCN(C(=O)c3ccc(CS(=O)(=O)c4ccccc4C)o3)CC2)c1	75	8
Cc1ccc2c(c1)cc(CN(CCc1ccccc1)C(=O)N1CCOCC1)c1nnnn12	108	8
COC(=O)c1c(NC(=O)c2cc3ccccc3oc2=O)sc(C)c1C	.	-10
Cc1csc(SCC(=O)c2cc(C)n(Cc3cccs3)c2C)n1	94	2
CN(C)c1ccc(C(=O)N2CCN(c3ccc(F)cc3)CC2)cc1	.	0
O=C(CN(C(=O)Cn1nnc(-c2cccs2)n1)c1ccc2c(c1)OCCO2)NC1CCCCC1	73	4
COC(=O)C1=NNC2C(=O)N(c3cccc(C)c3C)C(=O)C12 (stereo not drawn)	.	-20

Next section.
smiles	BAP1 inh	HePTP inhibitor
CCOc1ccc(-c2nc(-c3ccc(OC)c(OC)c3)no2)cc1OCC	125	-4
Cc1cccc(NC(=O)c2ccc3ccccc3n2)n1	99	7&10
CC1=C(C(=O)OCC(Cl)(Cl)Cl)C(c2cccc(Br)c2)NC(=O)N1 (stereo not drawn)	53	.
Cn1c(C(=O)NC2CCCCC2)cc2sccc21	100	8
O=C(N/N=C/c1ccc(Br)s1)Nc1ccccc1	.	6
COc1cc(OC)cc(C(=O)NC2CC3CCC(C2)N3Cc2ccco2)c1 (stereo not drawn)	97	7
COC(=O)CN(c1cc(Cl)cc(Cl)c1)S(C)(=O)=O	.	-10
CCCC[C@@]1(C2CCCC2)Cc2cc(OCC(=O)O)c(Cl)c(Cl)c2C1=O	87	.

(continued)
smiles	BAP1 inh	HePTP inhibitor
CCCN(CCC)CCNc1c(N2CCN(C(=O)OCC)CC2)c(=O)c1=O	86	1
COCCCNC(=O)CC(NS(=O)(=O)c1ccc(OC)cc1)c1ccc(OC)cc1 (stereo not drawn)	112	10
CCNc1nc(NCC)nc(OCCOC(=O)c2ccccc2)n1	111	10
CCCCn1nnc(NC(=O)c2ccco2)n1	147	3
COc1ccc(OC)c(NC(=O)CSC2=C(C#N)C(c3ccco3)C3=C(CCCC3=O)N2)c1 (stereo not drawn)	108	3
CCOC(=O)CSc1nc2c(c(=O)[nH]c(=O)n2C)n1C/C=C(/C)Cl	149	11
CCOC(=O)N1CCC(N2C(=O)c3ccc(C(=O)NCc4ccco4)cc3C2=O)CC1	95	4
Cc1ccc(NC(=O)c2ccccc2)cc1F	.	6

(cont.)
smiles	BAP1 inh	HePTP inhibitor
CC(=O)Nc1cnn(Cc2ccc(Br)cc2)c1	107	1
COc1ccc(CN2CC(C(=O)NCCCOC(C)C)CC2=O)cc1 (stereo not drawn)	117	6
Cc1cccc2nc(-c3cccc([N+](=O)[O-])c3)oc(=O)c12	.	6
COc1cc(NC(C)=O)c(OC)cc1N=NC1=C(O)CC(C)(C)CC1=O	.	10
Cc1cc(C)cc(NS(C)(=O)=O)c1	78	.
O=C(CC12CC3CC(CC(C3)C1)C2)N1CCOCC1	105	5
Fc1ccc(OCc2nn3cnnc3s2)cc1	81	3
CCc1cc2c(=O)c(-c3nc4ccccc4[nH]3)coc2cc1OC(=O)N1CCOCC1	85	11

Source: PubChem
